# Source: PubChem BioAssay
# Polio RdRp inh: poliovirus RNA polymerase inhibition; P03300; poliovirus polymerase elongation, fluorescence polarization; active compounds read low; % elongation, % (compound at 16.7 µg/mL); actives 0.66% (n = 150,000); AID 588519; in the data active = % elongation below about 90%; also: some results filed as inactive read as strong as hits
# Target sequence (P03300 1749-2209 limits assumed): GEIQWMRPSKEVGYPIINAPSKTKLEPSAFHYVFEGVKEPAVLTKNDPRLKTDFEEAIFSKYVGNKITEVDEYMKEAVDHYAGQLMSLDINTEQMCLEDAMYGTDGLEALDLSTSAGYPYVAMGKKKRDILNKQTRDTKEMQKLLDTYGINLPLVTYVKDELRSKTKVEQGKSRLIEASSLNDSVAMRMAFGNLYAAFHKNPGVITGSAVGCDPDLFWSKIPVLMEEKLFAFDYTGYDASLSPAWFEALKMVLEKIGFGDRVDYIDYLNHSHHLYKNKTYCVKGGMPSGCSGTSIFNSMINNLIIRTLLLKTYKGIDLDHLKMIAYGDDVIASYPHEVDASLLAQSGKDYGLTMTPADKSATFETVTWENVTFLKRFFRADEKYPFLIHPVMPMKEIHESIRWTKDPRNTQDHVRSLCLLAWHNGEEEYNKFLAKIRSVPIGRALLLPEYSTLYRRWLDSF
# Polio RdRp inh FP z-score: second read-out of Polio RdRp inh, no call of its own (marks repeat the call); z-score; measured here: FP z-score; hits read low
# Numbers without * were called inactive. This is a subset; count on the stated rates, not on these rows.
SMILES,Polio RdRp inh,Polio RdRp inh FP z-score
COC(=O)C(Cc1ccccc1)NS(=O)(=O)c1ccc(OC)cc1 (stereo not given),103,0.1
COC(=O)c1cc2sccc2n1CC(=O)c1ccccc1,102,0.1
COc1ccc(N2CCN(CCCn3c(NN)nc4ccsc4c3=O)CC2)cc1,103,1.3
CCCN(CCC)c1nn2c(=O)c(C(=O)NCc3cc(Br)ccc3OC)cnc2s1,106,0
CC(Nc1nn2nnnc2c2ccccc12)c1ccccc1 (stereo not given),102,0.6
CCc1nnc(NC(=O)c2nc(SCc3ccccc3C)ncc2Cl)s1,103,-0.9
COc1ccc(CC(=O)OCC(=O)NC2CCCCC2)cc1,104,0.3
CCn1c(SCC(=O)OC)nnc1-c1ccc(O)cc1,105,1
O=S(=O)(NCc1ccccc1)c1ccccc1F,100,-0.3
CN(C)S(=O)(=O)c1ccc(S(=O)(=O)N2CCN(CCC#N)CC2)cc1,99,-0.3
CC(C)(C)C1=CC(=O)C(N2CCN(Cc3ccccc3)CC2)=CC1=O,100,0
CCOC(=O)c1ccc(NC(=O)N2CC3CCCN3c3ccccc32)cc1 (stereo not given),111,1
Fc1ccc(C=Nc2cc(Cl)cc(Cl)c2)cc1F,102,0.3
Cc1ccccc1C(=O)c1cccn1CC(=O)NCc1cccc(Cl)c1,111,1.3
c1ccc(Cn2c(SCc3nc4ccccc4s3)nnc2C2CC2)cc1,117,2.2
CCc1ccc(NC(=O)C(C)Sc2nnc(-c3ccccc3)o2)cc1 (stereo not given),100,-0.3
COc1ccc(/C=N/NC(=O)c2nnn(-c3nonc3N)c2C)cc1COc1ccc(F)cc1F,99,-0.7
CN(C)S(=O)(=O)c1ccc(N2CCNCC2)cc1,102,0
CC(C)(C)NC(=O)c1cccc(NC(=O)c2ccco2)c1,104,0.9
Cc1cc(I)cc(C)c1NC(=O)CSc1nnc(Cc2ccccc2)o1,99,-0.6
Cc1cc(C)nc(SCc2nnc(SCC(=O)N3c4ccccc4Sc4ccc(Cl)cc43)o2)n1,103,0.2
NC(=O)COC(=O)/C=C/c1cccc(Br)c1,102,-0.1
Cc1nc2ccc(C(=O)O)cc2nc1C,97,-0.8
O=C(Cn1cnc2c(nc3n2CCCCC3)c1=O)Nc1ccc(F)cc1,109,0.7
O=C(CCN1C(=O)C2CC=CCC2C1=O)N1CCN(C(c2ccccc2)c2ccccc2)CC1 (stereo not given),99,-0.6
c1ccc(-c2ccc(SCc3cccnc3)nn2)nc1,101,-0.2
Cc1[nH]n(-c2ccccc2)c(=O)c1Sc1ccc(Cl)cc1,102,0
CCC(NS(=O)(=O)c1ccc(OC)cc1)C(=O)NC1CCCCC1C (stereo not given),105,1.2
COC(=O)C(C)Sc1nc2ccccc2c(=O)n1-c1ccccc1 (stereo not given),97,-1.2
COc1cc2c(cc1NC(=O)C(C)Sc1nncn1C)oc1ccccc12 (stereo not given),102,-0.3
CCn1c2c(c(=O)n3ncc(C(=O)Nc4ccc(Cl)cc4C)c13)CN(Cc1ccc(OC)cc1)CC2,107,0.1
NNC(=O)CC12CC3CC(CC(C3)C1)C2,103,0
O=C(NCc1ccc(F)cc1Cl)c1ccc(CSCc2ccccc2Cl)o1,117,1.7
COC(=O)c1ccc(COC(=O)c2cc(S(=O)(=O)N(C)C)ccc2N2CCCC2)o1,106,0.2
CC(C)NC(=O)NC(=O)CN1CCCC1,100,-0.4
COc1ccc(C(=O)NCC(c2ccco2)S(=O)(=O)c2ccc(F)cc2)cc1 (stereo not given),104,-0.7

# Part of the list above in another layout.
# Fields – Polio RdRp inh, Polio RdRp inh FP z-score
> CCC(NS(=O)(=O)c1ccc(OC)cc1)C(=O)NC1CCCCC1C (stereo not given)
  105, 1.2
> COc1ccc(C(=O)NCC(c2ccco2)S(=O)(=O)c2ccc(F)cc2)cc1 (stereo not given)
  104, -0.7
> COC(=O)c1ccc(COC(=O)c2cc(S(=O)(=O)N(C)C)ccc2N2CCCC2)o1
  106, 0.2
> O=C(NCc1ccc(F)cc1Cl)c1ccc(CSCc2ccccc2Cl)o1
  117, 1.7
> CC(C)NC(=O)NC(=O)CN1CCCC1
  100, -0.4
> NNC(=O)CC12CC3CC(CC(C3)C1)C2
  103, 0
> CCn1c2c(c(=O)n3ncc(C(=O)Nc4ccc(Cl)cc4C)c13)CN(Cc1ccc(OC)cc1)CC2
  107, 0.1

# (more compounds)
SMILES,Polio RdRp inh,Polio RdRp inh FP z-score
CC(=O)N1CCC2(CC1)OC(=O)C(C)=C2C(=O)NCc1cccc(Cl)c1,108,0.9
COc1ccc(NC(=O)CSc2nnc(Cc3cccn3C)n2CCc2ccccc2)c(OC)c1,101,0.2
Clc1ccc(CNc2ccccn2)cc1,102,0.2
CC(C)(C)C(=O)NC1CCN(CC(=O)N2CCCCCC2)CC1,99,-0.8
Cc1ccc(CC(C#N)Sc2nnc(C3COc4ccccc4O3)n2C)cc1 (stereo not given),103,0.1
NC(=O)C1(N2CCCCC2)CCN(C(=O)Nc2ccc(F)cc2F)CC1,114,0
O=C1NC2(CCCC2)C(=O)N1Cc1ccc(Br)cc1,103,0.1
CC[N+]1=C(C)C(C)(C)c2cc(-c3ccccc3)ccc21,122,3.8
O=C(NCc1ccccn1)c1ccc(Cn2cc(Br)cn2)o1,103,0.4
CCc1ccc(CNC(=O)CCSCc2ccccc2F)cc1,112,0.4
Fc1ccc(-c2cc3ncnc(NCc4cccs4)c3s2)cc1,102,0.1
Cc1ccc(S(=O)(=O)c2cc3c(=O)n4ccccc4nc3n(Cc3ccccc3)c2=N)cc1,101,-0.2
CCn1c(=O)n(-c2ccccc2)c(=O)c2c1c1cc(C)ccc1n2C,103,0.2
Cc1ccc(NC(=O)C(Cc2ccccc2)n2cccc2)cc1C (stereo not given),103,-0.3
CCOC(=O)c1[nH]c(CSc2nnc(-c3ccncc3)n2CCOC)c(C(=O)OCC)c1C,101,0
COC(=O)C(N)Cc1ccc(O)cc1 (stereo not given),101,-0.2
CC(C)(C)C(=O)NC(=S)Nc1cccc(O)c1,109,0.4
Cc1ccc(OCC2Cn3c(nc4c3c(=O)[nH]c(=O)n4C)O2)cc1C (stereo not given),101,-0.5
COc1ccc(CCn2c(=O)c(C#N)cc3c(=O)n4cccc(C)c4nc32)cc1OC,105,1.1
O=C(O)/C=C/c1ccco1,101,0.2
Cc1ccc(NC(=O)Cn2c(-c3nonc3N)nc3ccccc32)cc1C,111,0.7
O=C(C[n+]1ccc(/C=N/O)cc1)N1CCCCC1,101,-0.1
COc1ccc2[nH]c(=O)c(CN(Cc3ccc(C)cc3)C(C)=O)cc2c1,106,1.3
COc1cccc(Cc2nc3ccccc3nc2SCC(=O)NCCc2ccccc2)c1,103,-0.6

# 2 entries from above, tab-delimited:
mol	Polio RdRp inh	Polio RdRp inh FP z-score
Cc1ccc(OCC2Cn3c(nc4c3c(=O)[nH]c(=O)n4C)O2)cc1C (stereo not given)	101	-0.5
COc1ccc(CCn2c(=O)c(C#N)cc3c(=O)n4cccc(C)c4nc32)cc1OC	105	1.1

# The results go on:
SMILES,Polio RdRp inh,Polio RdRp inh FP z-score
CCn1c(Sc2ncnc3c2sc2nc(C)cc(C)c23)nnc1-c1cccs1,106,0.3
O=C(CCCn1c(=O)c2cccn2c2cccnc21)NCc1ccc(F)cc1,108,0.2
CCn1ccnc1P(=S)(N(C)C)N(C)C,98,-0.3
CCN(Cc1ccccc1)C(=O)Cn1c(=O)n(-c2cccc(C)c2)c(=O)c2c1c1cc(OC)ccc1n2C,107,0.4
COc1cccc(/C=C/C(=O)Nc2c(F)c(F)c(F)c(F)c2F)c1OC,97,-0.4
CC1CCCN(C(=O)c2ccc3nc[nH]c3c2)C1 (stereo not given),98,-0.4
COc1ccc(NC(=O)CCS(=O)(=O)c2cc3c4c(c2)CCN4C(=O)CC3)cc1OC,103,-0.3
NC(=O)Cn1c(=O)n(-c2ccc(F)c(Cl)c2)c(=O)c2sc3ccccc3c21,104,0.1
Cc1cccc(Nc2nc(-c3ccccc3)c3cc(C)ccc3n2)c1,106,0.6
CCOc1ccc(NC(=O)c2sc(-n3nc(C)c(Cc4ccc(Cl)cc4)c3C)nc2C)cc1,102,-0.1
COc1ccc(CCNC(=O)c2cnc3sc(N4CCCCCC4)nn3c2=O)cc1OC,107,0.1
c1coc(CNC2=NCCC2)c1,106,0.5

# The last two compounds of the part before are carried over, then new ones follow:
SMILES,Polio RdRp inh,Polio RdRp inh FP z-score
COc1ccc(CCNC(=O)c2cnc3sc(N4CCCCCC4)nn3c2=O)cc1OC,107,0.1
c1coc(CNC2=NCCC2)c1,106,0.5
COC(=O)CSc1ccc2nnc(-c3ccc(OC)cc3)n2n1,104,1.2
COc1cc(C)ccc1OCCn1c(-c2ccc(Cl)cc2)nc2ccccc2c1=O,107,0.6
CCc1ccc(CNC(=O)c2cnc3sc(N4CCCCCC4)nn3c2=O)cc1,109,0.3
O=C(COC(=O)c1ccccc1)c1cccc(C(F)(F)F)c1,105,1.1
O=C(CSc1cn(CCNC(=O)c2ccccc2F)c2ccccc12)Nc1ccc(F)cc1,108,0.9
CSC1=NC(C)=C(C(=O)Nc2ccccc2)C2(CCCCC2)C1C(N)=O (stereo not given),110,0.6
CCOc1ccccc1NC(=O)CSc1nnc(CC)c(CC)n1,112,1
Cc1ccc(CNC(=O)CSc2c(C)cnc3c2c(=O)n(C)c(=O)n3C)cc1,105,-0.2
COc1ccc(CNC(=O)CCCn2c(SCC(N)=O)nc3cc4c(cc3c2=O)OCO4)cc1,100,-1.4
O=C(COc1ccc(Br)cc1)Nc1cccc(-c2nc3ccccc3o2)c1,101,0.3
Cc1c(CN2CCN(c3ccccn3)CC2)sc2ccccc12,106,0.3
CCn1c(C)nc2cc(-c3nnc(Nc4ccc(Cl)cc4)s3)ccc21,98,-0.4

# Individual results from the list.
# COC(=O)c1ccc(COC(=O)c2cc(S(=O)(=O)N(C)C)ccc2N2CCCC2)o1 in Polio RdRp inh FP z-score has 0.2
# COc1ccc(CC(=O)OCC(=O)NC2CCCCC2)cc1 in Polio RdRp inh has 104
# COc1ccc(CCn2c(=O)c(C#N)cc3c(=O)n4cccc(C)c4nc32)cc1OC in Polio RdRp inh has 105

# Carrying on:
SMILES,Polio RdRp inh,Polio RdRp inh FP z-score
COc1cccc2c1Oc1ncccc1N(c1ccc(C(=O)NCc3ccc(C)o3)s1)C2,101,0.2
C=CCn1c(SCC)nnc1-c1cccc(C)c1,99,-0.6
Cc1c(C(=O)OCC2CCCCC2)[nH]c2c1C(=O)CC(c1ccc(F)cc1)C2 (stereo not given),103,-0.1
Cc1cc(C)cc(NC(=O)CSc2nc3c([nH]c4ccccc43)c(=O)n2-c2ccc(F)cc2)c1,108,0.2
NC(=O)c1ccsc1NC(=O)CSc1ccc(S(=O)(=O)N2CCCCC2)cn1,105,0.2
CSc1ncc(-c2ccc(Br)cc2)[nH]1,99,-0.8
CCN1CCCC1CNC(=O)c1ccc2c(c1)sc1nc(-c3ccc(C)cc3)cn12 (stereo not given),101,-0.1
S=c1[nH]nc(-c2cccnc2)n1Cc1ccccc1,100,-0.5
CC(C)CCNC(=O)Nc1cn(C)c(=O)c2ccccc12,100,-0.5
COCC(=O)n1nc(-c2ccco2)nc1NCc1ccccc1Cl,112,1.2
CC1CCCCC1NC(=O)C1CCN(Cc2cnn(-c3ccccc3)c2-n2cccc2)CC1 (stereo not given),102,-0.3
CC(C)C/C(O)=C/c1nc2cc(Cl)ccc2oc1=O,101,-0.2
Cc1ccc2c(c1)-c1onc(C(=O)N(CC(C)C)CC(C)C)c1CO2,102,0.2
Cc1cc(C)n(NC(=S)NC2CCCC2)c(=O)c1C#N,105,0.3
CNCc1ccc(Cl)c(Cl)c1,100,-0.7
COC(=O)Cn1c(O)c(N=NC(=O)C2C(=O)NCC2c2ccccc2)c2ccccc21 (stereo not given),101,-0.2
Cc1cccc2c1-c1sc(C(=O)NCCN(C)C3CCCCC3)cc1CO2,102,-0.2
COc1ccc(NC(=O)C(=O)NCc2ccco2)cc1,101,-0.5
CCOC(=O)c1c(C)n(-c2ccc(C)cc2)c2ccc(OCC(O)CN3CCN(C)CC3)cc12 (stereo not given),105,0.9
CCCc1nnc(NC(=O)c2cc(=O)c3cc(C)c(C)cc3o2)s1,109,0.4
N#Cc1ccc(-c2cccs2)nc1SCCOc1ccccc1,108,0.6
C#CCN1C(=O)C2(C(C(=O)OCC)=C(N)Oc3ccccc32)C2=C1CC(C)(C)CC2=O (stereo not given),104,0.8
CCC(=O)N/C(N)=N\c1nc(C)c2cc(OC)ccc2n1,104,0.6
COc1ccc(-c2csc(-c3c(N)c(C(=O)c4ccccc4)n4ccccc34)n2)cc1,110,0.6
O=C(Nc1cccc(C2=NCCN2)c1)Nc1cccc(C2=NCCN2)c1,68*,-3.7*
Cc1ccccc1NC(=O)CN1C(=O)C2(SCC(=O)N2c2ccc(F)cc2)c2ccccc21 (stereo not given),106,0.2
CCOC(=O)C1=C(c2ccccc2)OC(N)=C(C#N)C1C1CCCCC1 (stereo not given),105,0.6
c1ccc(OCCNc2nnnn2-c2ccccc2)cc1,103,0.1
Cc1ccc(NC(=O)Cn2nnc(C(=O)Nc3ccc(Br)cc3)c2N)cc1F,103,0.3
CN1C/C(=C\c2ccc(F)c(F)c2)C(=O)/C(=C/c2ccc(F)c(F)c2)C1,105,0.8
COC(=O)c1ccccc1NC(=O)c1cc2c(s1)-c1ccccc1OC2,105,0
CCc1nc2ccc(C(=O)NCCc3ccco3)cc2nc1CC,102,0.6
CC1=C2C(=NCCN1)C(=O)N(c1ccccc1)C2c1cccnc1 (stereo not given),96,-0.9
COC(=O)c1c(NC(=O)CS(=O)(=O)c2ccc(C)cc2)sc2c1CCCCC2,102,-1.1
O=C(O)CCCN1C(=O)c2ccccc2C1=O,103,0.1
O=C(Cn1nnc2sc3c(c2c1=O)CCCC3)Nc1ccc(F)c(Cl)c1,106,0.2
COc1ccc2[nH]c(C(=O)NCCN3CCCCC3)cc2c1,100,-0.4
Cc1[nH]c(=O)c(C#N)c(C)c1CCC(=O)N1CCN(S(=O)(=O)c2ccc(Cl)s2)CC1,108,0.5
O=C(O)C1C2C=CC(O2)C1C(=O)NCc1ccccc1Br (stereo not given),99,-0.1
CCc1n[nH]c(=S)c2cc3sccc3n12,100,-1.7
O=C(CN1CCC(c2nc3ccccc3s2)CC1)N1CCCCC1,100,-0.4
CCC(C)n1c(SCC(=O)OC)nnc1-c1cccc(S(=O)(=O)N2CCOCC2)c1 (stereo not given),110,0.4
O=c1cc(-c2cccs2)nc(-c2cccc(I)c2)o1,99,-0.2
Cc1nc2cc(NC(=O)NC3=NCCS3)ccc2n1C,101,0.2
